Assay outcomes: PubChem BioAssay, NCI
All columns: NCI-60 one-dose screen, growth in % after 48 h at 10 µM unless noted; 100 = growth as untreated, 0 = no growth, -100 = all killed.
OVCAR-8: OVCAR-8 ovarian cancer | 81,000 tested, 4.4% active | AID 1794782
SF-268: SF-268 CNS cancer cells; 82,000 tested, 3.1% active; AID 1794759
DU-145: DU-145 prostate cancer | AID 1794760 | 81,000 tested, 4.2% active
OVCAR-3: OVCAR-3 ovarian cancer; AID 1794787; 79,000 tested, 7% active
SK-OV-3: SK-OV-3 ovarian cancer cells | 80,000 tested, 3.2% active | AID 1794785
PC-3: PC-3 prostate cancer cells | 80,000 tested, 3.9% active | AID 1794754
OVCAR-5: OVCAR-5 ovarian cancer; 82,000 tested, 2.9% active
OVCAR-4: OVCAR-4 ovarian cancer cells; 80,000 tested, 3.7% active
U251: U251 CNS tumor cells; 80,000 tested, 5.4% active; AID 1794753
The depositor's hits bear a star; · = not tested or not shown. The calls were made as follows: active = growth percent below 10; inactive = the rest. Not all compounds are listed; count on the stated rates, not on these rows.

The line under a structure holds: SF-268 | OVCAR-5 | OVCAR-8 | OVCAR-3 | OVCAR-4 | SK-OV-3 | U251 | PC-3 | DU-145
#1 CC1(CCCc2ccc(N(CCCl)CCCl)cc2)NC(=O)NC1=O (configuration not stated)
 : 63.6 | 99.3 | 82.5 | 101.6 | 102.8 | · | 70.3 | 66.4 | 84.9
#2 C=CCc1cc2c(cc1OCC)OCO2
 : 94.8 | 95.7 | 102.9 | 106.7 | 108.4 | 80.3 | 106.8 | 80.8 | 107.7
#3 Oc1ccc(Br)cc1Br
 : 98.2 | 104.7 | 101.7 | 98.6 | 104.7 | 116.1 | 115.1 | 154.8 | 106.4
#4 CC(=O)Nc1ccc(Cc2ccc(NC(C)=O)cc2)cc1
 : 117.0 | 90.7 | 95.6 | 119.2 | 99.0 | · | 101.1 | 71.4 | 129.7
#5 O=S1c2ccccc2-c2ccccc21
 : 94.5 | 107.5 | 100.1 | 110.6 | 105.4 | 94.5 | 102.5 | 99.5 | 108.4
#6 CCNc1nc(Cl)nc(NCC)n1
 : 102.1 | 103.8 | 58.9 | 107.7 | 95.6 | 108.6 | 104.4 | 89.9 | 123.2
#7 COc1cc2c(=O)n(C3CCCCCCC3)c3c4cc[nH]c4ncc3c2cc1OC
 : 42.4 | 79.3 | 43.7 | 36.8 | -9.6* | 36.5 | 12.7 | 65.8 | 62.5
#8 O=C1NC(=S)NC(=O)C1=Cc1ccc(OCc2ccccc2)cc1
 : 100.8 | 110.7 | 100.9 | 113.0 | 114.0 | 114.9 | 102.3 | 97.7 | 117.3
#9 CCC(O)Cc1ccccc1 (configuration not stated)
 : 98.8 | 104.7 | 104.1 | 103.9 | · | 116.5 | 107.7 | 95.4 | 107.7
#10 Cc1nnc([S-])o1.[Au+].c1ccc([PH+](c2ccccc2)c2ccccc2)cc1
 : 43.4 | 110.3 | 44.8 | -61.4* | 60.4 | 111.5 | 10.1 | 57.7 | 62.4
#11 CCCN1CC(Br)C(=O)NC1=O (configuration not stated)
 : 85.5 | 113.4 | 118.7 | 107.4 | 86.5 | 112.0 | 84.8 | 95.8 | 117.1
#12 N#Cc1ccc([N+](=O)[O-])cc1
 : 97.3 | 99.0 | 101.1 | 104.2 | 103.2 | 116.9 | 108.9 | 99.3 | 108.1
#13 C1CCC([PH+](C2CCCCC2)C2CCCCC2[PH+](C2CCCCC2)C2CCCCC2)CC1.[Au].[CH-]1CCCCC1CC1CCCC[N-]1 (configuration not stated)
 : -33.6* | -37.2* | 5.9* | -86.5* | 37.5 | -70.5* | -78.1* | -22.2* | -51.1*
#14 NC(=O)OCCCCl
 : 103.6 | 111.4 | 101.4 | 112.5 | 105.0 | 109.4 | 95.8 | 100.0 | 114.5
#15 CCCC(C)C1(CC)C(=O)NC(=O)NC1=O (configuration not stated)
 : 99.7 | 100.5 | 107.4 | 105.4 | 114.3 | 115.3 | 106.0 | 97.9 | ·
#16 O=C(CCl)NC1CCCCC1
 : 110.6 | 118.0 | · | 117.7 | 114.6 | 121.4 | · | 104.5 | 116.4
#17 COc1ccc(-n2c(C)nc3cc(OC)c(OC)cc3c2=O)cc1OC
 : 97.2 | 103.5 | 101.8 | 106.5 | 100.9 | 101.5 | 94.4 | 100.7 | 105.3
#18 CNC(=O)Oc1ccccc1C1CCCCC1
 : 98.5 | 98.6 | 104.5 | 117.0 | 116.2 | 104.0 | 110.6 | 98.7 | 107.6
#19 C[N+]12CCC34C5=CC(=O)C(=O)C=C5[N+]5(C)C(=O)CC6OCC=C(C1)C(CC32)C6C45 (configuration not stated)
 : 111.1 | 106.3 | 99.5 | 103.0 | 100.8 | 99.9 | 104.3 | 106.5 | 102.0
#20 CCC(=O)OC1CCC2C3CCC4=CC(=O)CCC4(C)C3CCC12C (configuration not stated)
 : 114.1 | 101.1 | 96.2 | 104.2 | 99.1 | 100.2 | 91.4 | 90.5 | 112.5
#21 CC(COc1ccccc1)N(CCCl)C1c2ccccc2-c2ccccc21 (configuration not stated)
 : 83.5 | 91.9 | 56.0 | 68.6 | 65.5 | 86.4 | 65.6 | 31.6 | 87.4
#22 CC1([N+](=O)[O-])COP(=O)(Nc2cccc(Cl)c2)OC1 (configuration not stated)
 : 101.1 | 110.5 | 103.3 | 99.7 | 99.8 | 99.3 | 103.5 | 108.0 | 107.3
#23 NC(=O)c1cc([N+](=O)[O-])cc([N+](=O)[O-])c1
 : 108.1 | 97.0 | 93.9 | 109.4 | 104.3 | 105.2 | 93.8 | 90.2 | 120.0
#24 C=C1C/C(=C/C)C(=O)O[C@@H]2CCN3CC=C(COC(=O)[C@]1(C)O)[C@H]23
 : 112.1 | 84.3 | · | 117.0 | 112.7 | 99.7 | 108.6 | 104.2 | 104.8
#25 COC1OC(CO)C(O)C(O)[CH]1[Hg][O]C(C)=O (configuration not stated)
 : 97.6 | 102.0 | 103.2 | 75.9 | 95.6 | 117.0 | 67.7 | 87.9 | 96.3
#26 CC(=O)O[C@H]1C[C@H](O[C@H]2[C@@H](O)C[C@H](O[C@H]3[C@@H](O)C[C@H](O[C@H]4CC[C@@]5(C)C(CCC6C5C[C@@H](O)[C@]5(C)[C@@H](C7=CC(=O)OC7)CC[C@]65O)C4)O[C@@H]3C)O[C@@H]2C)O[C@H](C)[C@H]1O[C@@H]1O[C@H](CO)[C@@H](O)[C@H](O)[C@H]1O (some centres not stated)
 : -100.0* | -86.1* | -92.6* | -100.0* | -70.4* | -97.4* | -100.0* | -6.7* | -100.0*
#27 O=C(O)CP(=S)(S)c1ccccc1 (configuration not stated)
 : 99.3 | 106.9 | 102.8 | 112.4 | 107.8 | 95.7 | 92.4 | 86.8 | 107.0
#28 NC(=O)C(Br)CBr (configuration not stated)
 : -23.1* | 10.9 | -24.1* | -85.1* | -100.0* | 80.0 | 26.9 | 13.9 | -28.2*
#29 CC(=O)C(Cl)c1ccccc1 (configuration not stated)
 : 104.6 | 106.2 | 106.6 | 111.2 | 116.2 | 103.6 | 80.2 | 106.6 | 115.2
#30 O=[N+]([O-])c1cc(S(=O)(=O)O)cc([N+](=O)[O-])c1Cl
 : 104.0 | 105.9 | 98.7 | 108.6 | 108.0 | 101.4 | 104.7 | 95.0 | 112.9

Part of the list above in order of SMILES length, highest first.
The line under a structure holds: SF-268 | OVCAR-5 | OVCAR-8 | OVCAR-3 | OVCAR-4 | SK-OV-3 | U251 | PC-3 | DU-145
#17 COc1ccc(-n2c(C)nc3cc(OC)c(OC)cc3c2=O)cc1OC
 : 97.2 | 103.5 | 101.8 | 106.5 | 100.9 | 101.5 | 94.4 | 100.7 | 105.3
#21 CC(COc1ccccc1)N(CCCl)C1c2ccccc2-c2ccccc21 (configuration not stated)
 : 83.5 | 91.9 | 56.0 | 68.6 | 65.5 | 86.4 | 65.6 | 31.6 | 87.4
#16 O=C(CCl)NC1CCCCC1
 : 110.6 | 118.0 | · | 117.7 | 114.6 | 121.4 | · | 104.5 | 116.4

Returning to the listing, starting 3 compounds before the break.
The line under a structure holds: SF-268 | OVCAR-5 | OVCAR-8 | OVCAR-3 | OVCAR-4 | SK-OV-3 | U251 | PC-3 | DU-145
#28 NC(=O)C(Br)CBr (configuration not stated)
 : -23.1* | 10.9 | -24.1* | -85.1* | -100.0* | 80.0 | 26.9 | 13.9 | -28.2*
#29 CC(=O)C(Cl)c1ccccc1 (configuration not stated)
 : 104.6 | 106.2 | 106.6 | 111.2 | 116.2 | 103.6 | 80.2 | 106.6 | 115.2
#30 O=[N+]([O-])c1cc(S(=O)(=O)O)cc([N+](=O)[O-])c1Cl
 : 104.0 | 105.9 | 98.7 | 108.6 | 108.0 | 101.4 | 104.7 | 95.0 | 112.9
#31 N#CCCCCl
 : 109.2 | 104.2 | 104.9 | 108.5 | 96.4 | 110.8 | 97.1 | 96.8 | 110.2
#32 CC(C)CCNC(=O)CN1C(=O)CN=C(c2ccccc2)c2ccccc21
 : 110.5 | 102.1 | 104.6 | 113.0 | 96.5 | 110.7 | 96.6 | 96.4 | 112.6
#33 CC1CCC2(O)C3(C)CC4(O)OC2(C1O)C1(O)C3(O)C(OC(=O)c2ccc[nH]2)C(O)(C(C)C)C41C (configuration not stated)
 : 101.0 | 58.4 | · | 141.1 | 103.3 | 106.6 | 97.9 | 42.8 | 142.2
#34 CNC(=O)Oc1ccc(SC)c(C)c1
 : 84.6 | 105.8 | 101.2 | 91.0 | 83.9 | 98.6 | 89.6 | 89.8 | 94.6
#35 COc1cc(-n2c(SC)nc3ccccc3c2=O)c(OC)cc1Cl
 : 98.9 | 99.2 | 89.7 | 111.9 | 104.9 | 87.8 | 93.5 | 102.1 | 109.6
#36 Clc1cccc(Cl)c1NC1=NCCS1
 : 100.3 | 102.3 | 100.6 | 110.6 | 101.3 | 98.9 | 98.7 | 104.4 | 108.9
#37 COc1cc2c(cc1OC)C13CCN4C(=O)C(=O)C(CC41)C1C(OCC(=O)O)CC(=O)N2C13 (configuration not stated)
 : 101.5 | 106.4 | 94.7 | 110.9 | 100.6 | 97.0 | 95.7 | 100.4 | 110.0
#38 CC(C)CCC[C@@H](C)[C@H]1CC[C@H]2[C@@H]3C/C(=N\OC(=O)Cc4ccc(N(CCCl)CCCl)cc4)C4=CC(=O)CC[C@]4(C)[C@H]3CC[C@]12C
 : 79.5 | 106.4 | 89.9 | 103.9 | 109.1 | 103.1 | 90.2 | 81.2 | 102.0
#39 NP(=O)(Nc1ccccc1)Nc1ccccc1
 : 111.3 | 114.2 | 102.7 | 114.1 | 111.5 | 100.5 | 110.2 | 93.8 | 120.2
#40 CCCCCCOC(CN)C(Cl)(Cl)Cl (configuration not stated)
 : 99.5 | 94.9 | 104.7 | 102.3 | 120.1 | 99.7 | 96.5 | 90.5 | 110.1
#41 CC(C)c1ccc(C(Cc2ccccc2)NCCO)cc1 (configuration not stated)
 : 88.3 | 74.3 | 98.0 | 89.4 | 91.3 | 79.8 | 92.6 | 43.7 | 91.7
#42 BrCC(Br)CBr
 : 109.2 | 104.5 | 99.6 | 127.2 | 115.2 | 119.8 | 100.6 | 105.0 | 116.0
#43 COC(C(=O)[C@@H](O)[C@@H](C)O)[C@@H]1Cc2cc3cc(O[C@H]4C[C@@H](O[C@H]5C[C@@H](O)[C@H](O)C(C)O5)[C@H](O)C(C)O4)c(C)c(O)c3c(O)c2C(=O)[C@H]1O[C@H]1C[C@@H](O[C@H]2C[C@@H](O[C@H]3C[C@@H](O)[C@@H](O)C(C)O3)[C@@H](O)C(C)O2)[C@H](O)C(C)O1 (some centres not stated)
 : 24.4 | 13.7 | 2.9* | 4.9* | 25.2 | 25.5 | 1.1* | 21.6 | 17.5
#44 CC/C(=N/OC(=O)NC)c1ccccc1
 : 113.8 | 98.4 | 94.0 | 119.5 | 106.0 | 112.9 | 95.6 | 97.8 | 122.4
#45 CCOC(=O)C(C(=O)OCC)P(=S)(S)c1ccccc1 (configuration not stated)
 : 100.7 | 109.5 | 99.3 | 111.5 | 98.4 | 95.0 | 96.6 | 92.1 | 107.4
#46 CCCCCCCCCC(=O)N1CCOCC1
 : 103.9 | 98.2 | 103.3 | 106.8 | 98.9 | 109.0 | 98.0 | 97.8 | 111.4
#47 O=C(CN1C(=O)c2ccccc2C1=O)N1CC1
 : 112.1 | 90.1 | 109.2 | 125.3 | 112.9 | 121.8 | 104.9 | 99.3 | 109.4
#48 COCCCOc1ccnc(CS(=O)c2nc3ccccc3[nH]2)c1C (configuration not stated)
 : 95.6 | 108.2 | 89.5 | 108.1 | 83.9 | 105.7 | 81.0 | 80.7 | ·
#49 S=C1NC2(CCCCC2)NC12CCCCC2
 : 102.7 | 87.7 | 95.1 | 109.6 | 104.5 | 92.9 | 102.9 | 85.6 | 107.7
